# MITF inh = MITF inhibitors, primary screen, biochemical, AlphaScreen, human; AlphaScreen MITF homodimerization, bead proximity signal; inhibition, % at 2.6 µM; hit rate 0.91% among 650,000; AID 1259374, 2018; in the data active means inhibition above about 50%;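 further: 0% = vehicle wells with protein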
# Target sequence (O75030 whole entry, looked up): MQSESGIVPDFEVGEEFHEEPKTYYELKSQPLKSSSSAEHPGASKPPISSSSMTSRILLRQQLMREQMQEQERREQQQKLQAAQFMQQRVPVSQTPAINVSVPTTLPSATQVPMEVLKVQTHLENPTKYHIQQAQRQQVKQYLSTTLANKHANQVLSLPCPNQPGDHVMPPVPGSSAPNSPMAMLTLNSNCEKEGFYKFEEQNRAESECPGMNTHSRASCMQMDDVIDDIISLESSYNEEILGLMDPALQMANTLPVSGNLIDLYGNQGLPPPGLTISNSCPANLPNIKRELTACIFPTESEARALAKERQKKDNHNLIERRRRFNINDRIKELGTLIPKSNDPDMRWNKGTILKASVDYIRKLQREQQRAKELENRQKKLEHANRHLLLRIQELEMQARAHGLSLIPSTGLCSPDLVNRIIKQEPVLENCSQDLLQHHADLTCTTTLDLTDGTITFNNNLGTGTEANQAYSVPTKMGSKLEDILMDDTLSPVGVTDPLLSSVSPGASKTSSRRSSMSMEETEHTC
# FBW7 activator = FBW7 E3 ligase activators, primary screen, biochemical, AlphaScreen, human; hit rate 0.13% among 650,000; F-box/WD repeat-containing protein 7 (Homo sapiens), Q969H0; AlphaScreen FBW7–phospho-cyclin E peptide binding, activator screen; normalized activity (activation), % at 26.1 µM; in the data active means normalized activity above about 1.9%;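 further: purified mutant Fbw7 with reduced substrate affinity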
# GPR151 activ = activators of human GPR151, primary screen, cell-based, PathHunter beta-arrestin, luminescence; G-protein coupled receptor 151 (Homo sapiens), Q8TDV0; PathHunter beta-arrestin GPR151 cells; activation, % at 11.2 µM; hit rate 1% among 650,000; in the data active means activation above about 4.9%;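 further: 0% = median of compound wells and 100% = cells with positive control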
# Target sequence (Q8TDV0 whole entry, looked up): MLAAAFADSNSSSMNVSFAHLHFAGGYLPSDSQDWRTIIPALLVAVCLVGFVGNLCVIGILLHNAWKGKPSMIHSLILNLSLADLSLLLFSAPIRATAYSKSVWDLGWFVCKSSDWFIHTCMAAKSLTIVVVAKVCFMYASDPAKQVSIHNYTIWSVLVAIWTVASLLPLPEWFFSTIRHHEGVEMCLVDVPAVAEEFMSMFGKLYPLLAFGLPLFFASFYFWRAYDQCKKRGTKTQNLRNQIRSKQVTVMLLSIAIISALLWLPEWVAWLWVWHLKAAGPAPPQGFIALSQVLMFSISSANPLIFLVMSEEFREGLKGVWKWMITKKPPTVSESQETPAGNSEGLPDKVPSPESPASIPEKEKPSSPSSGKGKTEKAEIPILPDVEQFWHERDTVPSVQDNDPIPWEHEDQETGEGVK
# TEAD-YAP block = TEAD-YAP interaction inhibition, primary screen, TEAD-YAP interaction inhibitor project, luminescence, HEK-TIYL cells; TEAD-Gal4/YAP UAS-luciferase luminescence; inhibition, % at 9.12 µM; hit rate 1.4% among 640,000; AID 1259422, 2018; in the data active means inhibition above about 32%;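 further: 0% = median of test compound wells and 100% = reference inhibitor wells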
# Starred values were filed as active, the others as inactive.
SMILES,MITF inh,FBW7 activator,GPR151 activ,TEAD-YAP block
CCCN(CCC)CC(O)CN(c1ccccc1)S(=O)(=O)c1ccccc1 (centres undefined),6.2,0.1,0.7,3.6
O=C(NCc1cccnc1)c1ccc(N2CCC(NCc3ccco3)CC2)cc1,0.8,-0.2,-0.6,2.6
COc1cccc(N(C)C(=O)Nc2ccc(C)c([N+](=O)[O-])c2)c1,11.4,0.0,2.0,1.5
CC(C)Sc1nc2c(c(=O)[nH]1)C(c1cccs1)C1=C(CCCC1=O)N2 (centres undefined),11.3,-0.1,5.2*,2.2
Nc1ncc(Br)cc1S(=O)(=O)NCCC(=O)Nc1ccc(Cl)cc1,6.5,0.0,3.4,5.8
COCCC(=O)NC(C)c1nnc2n1CCN(C/C=C/c1ccc(N(C)C)cc1)CC2 (centres undefined),20.8,-0.1,-1.4,-2.1
N/C(=N/OCC(=O)N1CCCCC1)c1nonc1N,13.2,0.1,1.9,-3.0
CN(Cc1ccccc1)C(=O)CN1C(=O)c2ccccc2C1=O,18.5,0.2,-2.8,-11.3
COc1ccccc1C(=O)NCCc1c(C)[nH]c2ccc(OCc3ccccc3)cc12,15.5,-0.1,0.1,1.9
CCOC(=O)C1CCC(CN(Cc2ccccc2C)S(=O)(=O)c2ccc(C(C)(C)C)cc2)CC1 (centres undefined),3.5,0.3,1.2,7.4
O=C(CCn1nc(-c2ccc(Cl)cc2)ccc1=O)N1CCN(c2ccccc2)CC1,1.4,-0.2,0.9,6.4
CC1CCCC(C)N1C(=O)COC(=O)c1ccccc1F (centres undefined),10.6,0.1,-1.0,-5.6
COc1ccc(C(=O)N2CCN3C(=O)[C@H]4CCCN4C(=O)[C@H]3C2)cc1,14.1,0.0,0.0,0.1
Cc1ccc(Cl)cc1NC(=O)Nc1nnc(N2CCCC(C)C2)s1 (centres undefined),-4.3,0.1,2.7,-3.5
O=C1NN(c2ccccc2)C(=O)C2C3C=CC(C4CC34)C12 (centres undefined),-2.5,-0.2,0.3,9.5
COc1ccc(NC(=O)CC2C(=O)N(c3cccc(OC)c3)C(=O)N2C(C)C)cc1 (centres undefined),-9.4,0.0,1.4,-5.2
O=C(Nc1cccc(NCc2cccnc2)c1)c1ccc(Cl)cc1Cl,4.7,0.2,0.0,-5.1
COc1ccccc1NC(=O)c1cccc(S(=O)(=O)N2CCCC2)c1,-7.4,-0.1,1.3,-6.7
COC(=O)[C@@H]1C[C@H](NC(=O)c2cccs2)CN1C1CCN(CCc2ccccc2)CC1,12.4,-0.2,-1.6,-5.0
COc1ccccc1C(=O)CSc1n[nH]c(N)n1,25.9,0.9,0.4,-0.8

# Filtered by structure: those above containing a thiophene ring, fused or not
SMILES,MITF inh,FBW7 activator,GPR151 activ,TEAD-YAP block
CC(C)Sc1nc2c(c(=O)[nH]1)C(c1cccs1)C1=C(CCCC1=O)N2 (centres undefined),11.3,-0.1,5.2*,2.2
COC(=O)[C@@H]1C[C@H](NC(=O)c2cccs2)CN1C1CCN(CCc2ccccc2)CC1,12.4,-0.2,-1.6,-5.0

# Next part
SMILES,MITF inh,FBW7 activator,GPR151 activ,TEAD-YAP block
O=C(NCc1nc(-c2ccccc2)cs1)c1ccc(CN2CCCC2)[nH]c1=O,6.4,0.1,1.1,0.4
CCOc1ccc(C2CC(c3cccc(Cl)c3)n3nc(N)nc3N2)cc1 (centres undefined),-15.1,0.0,-1.6,5.6
COC(=O)c1ccc(OCC(O)CN2CCN(c3cccc(Cl)c3)CC2)cc1 (centres undefined),4.9,1.0,1.2,-10.7
CCN(CC)CCN1C(=O)C(=O)/C(=C(\O)c2ccc(Cl)cc2)C1c1ccc(F)cc1 (centres undefined),11.4,0.0,0.0,-6.7
O=C(CSCC(=O)N1CCCCC1)Nc1nc(-c2ccc3c(c2)OCCO3)cs1,13.2,0.0,0.5,-41.7
C=CCSC1=NC(c2ccccc2Cl)C=C(c2ccc(Br)cc2)N1 (centres undefined),2.1,-0.2,0.4,-1.8
CCOC(=O)c1cnn(-c2ccc(OC)cc2)c1CN1CCN(Cc2ccccn2)CC1,18.0,-0.1,-0.1,11.7
C=CCN1C(=O)/C(=C/c2ccc(O)cc2)S/C1=N/c1nccs1,1.4,-0.1,-2.3,-14.1
O=C(Cn1cc2c(n1)CCCC2)Nc1ccc(Br)cc1F,-1.4,0.6,-0.8,6.0
O=C(Nc1ccc(NC(=O)c2ccco2)cc1)c1ccco1,-8.1,0.0,-2.1,-25.4
O=C(Nc1nc2ccc(F)cc2s1)c1ccccc1[N+](=O)[O-],5.8,0.1,3.3,-14.0
COc1ccccc1CC(=O)NC(CC(C)C)c1nc2cccnc2n1C (centres undefined),12.7,0.3,-0.1,-1.3
COC(=O)C1CCN(C(=O)c2cc([N+](=O)[O-])ccc2Cl)CC1,-6.7,0.2,-1.0,-0.7
COc1cc(C(=O)O/N=C2/CCSc3ccccc32)cc(OC)c1OC,36.5,0.2,-1.4,-2.4
Cc1cc(Cl)c(S(=O)(=O)N/N=C/c2ccc3c(c2)OCO3)c(Cl)c1,15.3,0.1,-1.5,-0.9
CCN(CC)c1ccc(N=Cc2c(O)n(C)c(=O)n(C)c2=O)cc1,12.9,-0.1,1.8,5.7
COc1ccc(CNc2ncc(-c3ccccc3N(C)C)n3ccnc23)cc1,9.7,-0.6,0.0,-7.9
c1cncc(-c2cnc(Nc3ccc(N4CCOCC4)cc3)c3nccn23)c1,9.3,0.2,-1.2,11.7
CCCC(=O)N1c2ccccc2NC2=C(C(=O)CCC2)C1c1ccc(N(C)C)cc1 (centres undefined),14.0,0.4,-0.5,6.9
OCCCNc1ccc2ncc(-c3ccc(F)cc3)n2n1,1.7,-0.1,-0.6,53.6*
Cc1ccc(-c2c(Nc3ccccc3)oc3c2c(=O)n(C)c(=O)n3C)cc1,8.1,-1.1,-5.1,-31.6
CCS(=O)(=O)c1ccc2oc(Nc3cccc(OC)c3)nc2c1,3.0,0.0,1.2,-18.8
O=C1OC(c2ccccc2Br)=N/C1=C\c1cccc(Cl)c1Cl,19.1,0.0,0.5,1.9
CCCCCn1c(=S)[nH]c2cc(C(=O)Nc3cccc(Cl)c3)ccc2c1=O,13.2,0.7,0.2,2.9
COc1ccccc1C(c1nnnn1Cc1ccc2c(c1)OCO2)N1CCN(C)CC1 (centres undefined),-11.9,0.0,-0.5,-4.2
CC(C)c1ccc(S(=O)(=O)N2CCN(CC(N)=O)CC2)cc1,8.9,0.0,1.7,11.3
CCOc1ccc(C(C(=O)NC2CCCC2)N(CCOC)C(=O)Cc2cccs2)cc1 (centres undefined),7.2,0.1,-1.5,-1.9
O=S(=O)(c1ccc(Oc2ccccc2)cc1)N1CCCCCC1,2.6,0.1,1.9,-3.8
COc1ccc(C2NC(=O)c3[nH]nc(-c4ccc(C)cc4)c32)cc1OC (centres undefined),-1.0,0.0,-0.7,-11.3
CC(=O)Nc1ccc(O)c(-c2nc3ccccc3s2)c1,15.2,0.0,4.4,-26.5
Cc1cccc(N(CC(=O)N2CCOCC2)S(C)(=O)=O)c1,-0.3,-0.2,0.8,3.3
NC(=O)CC(=O)Nc1ccc(C(=O)O)cc1,9.0,0.0,0.7,-0.6
Cc1ccc(-c2nc3ncccc3o2)cc1NC(=O)C(C)C,-4.7,0.2,0.8,-0.4
Cc1nn(Cc2cccc(Cl)c2)c(N)c1-c1ccccc1,19.5,0.1,0.4,-20.5
CCCCN(CC)CCNC(=O)C1c2ccccc2C(=O)N(Cc2ccc(F)cc2)C1c1ccc(OC)cc1 (centres undefined),4.6,0.1,-0.2,-1.4
COc1cc(CN2CCNC(=O)C2CC(=O)NCc2ccc(F)cc2F)cc(OC)c1 (centres undefined),10.9,-0.1,1.9,-7.8
COc1ccc2c(C)nc(N3CCC(C(=O)N4CCCC(c5ccccc5)C4)CC3)nc2c1 (centres undefined),10.9,0.6,0.0,10.4
CCOCCn1cnc2sc(C(=O)Nc3ccc(OC)cc3OC)c(C)c2c1=O,9.7,0.2,0.9,-4.3
c1cc(CN2CCCC(c3ccn[nH]3)C2)c2c(c1)OCO2 (centres undefined),4.3,-0.1,0.0,9.0
C=CCSc1nnc(NC(=O)CSc2nnc(C)s2)s1,15.2,0.3,0.2,-2.9
CN(C)C(CNC(=O)c1cc2ccccc2oc1=O)c1ccccc1 (centres undefined),-0.3,-0.1,0.9,-58.5
CCOc1ccc(CN2CCC(N3CCN(C)CC3)CC2)cc1,69.7*,0.2,-1.4,-0.6
Cc1ccc(C)c(C(=O)N2CCC3(CC2)CC3C(=O)NCCc2ccccn2)c1 (centres undefined),21.2,0.1,-0.1,0.1
COc1ccc(-c2noc(COc3cccc(C)c3)n2)cc1,3.8,0.2,-0.3,15.3
CCN(c1ccc(F)cc1)S(=O)(=O)c1ccc2[nH]cc(C(=O)N3CCOCC3)c(=O)c2c1,18.3,-0.4,0.2,-4.9
CC(=O)c1ccc(OCC(=O)Nc2ccc(Cl)cc2)cc1,-0.7,0.1,0.0,-23.8
Cc1ccc(-n2cccn2)c([C@@H]2C[C@H]3CN(C)C(=O)[C@]34CCCN24)c1,-10.8,0.0,1.2,-4.2
Cc1ccc(O)c(NC(=O)c2cc(-c3cccnc3)on2)c1,8.3,0.1,-1.7,-21.7
CCn1c2ccccc2c2cc(NC(=O)C(=O)NCCCOC)ccc21,18.4,0.4,-0.5,39.8*
COC(=O)c1ccc(NC(=O)c2cccc([N+](=O)[O-])c2)cc1,-9.5,-0.1,-1.7,-16.6
Cc1nc(N/N=C/c2ccc(Br)cc2)cc(N2CCCCC2)n1,0.7,-0.5,-0.2,9.8
CCC(C)(C)NCC(=O)Nc1ccc(OC(F)(F)F)cc1,3.2,-0.2,0.4,-9.9
O=C(CCCCC(=O)N/N=C/c1ccc(F)cc1F)N/N=C/c1ccc(F)cc1F,3.1,0.1,-0.5,7.8
Oc1c(C(c2ccc(Br)cc2)N2CCOCC2)ccc2cccnc12 (centres undefined),8.8,-0.3,0.4,72.9*
Cc1cc(S(=O)(=O)N2CCCCC2)c(C)c(C)c1C,8.5,0.0,2.7,-1.9
N#Cc1ccc(COc2cccnc2[N+](=O)[O-])cc1,-3.1,-0.1,-0.7,-8.9
Cc1ccccc1Cc1c(C)nc2c(C(=O)NCCC(C)C)cnn2c1C,7.6,0.1,-1.0,1.0
Cn1c(=O)[nH]c2nc(-c3ccccc3)[nH]c2c1=O,5.5,0.0,-0.6,18.3
O=C(N/N=C/c1ccc(O)cc1O)c1cc(Br)cc(Br)c1O,3.1,-0.4,0.2,9.9
CCCS(=O)(=O)N1CCCC(C(=O)NCCCOC(C)C)C1 (centres undefined),4.2,0.1,1.2,8.0

# Pulled one by one from the entries so far (seven):
SMILES,MITF inh,FBW7 activator,GPR151 activ,TEAD-YAP block
COC(=O)c1ccc(NC(=O)c2cccc([N+](=O)[O-])c2)cc1,-9.5,-0.1,-1.7,-16.6
Cc1cc(S(=O)(=O)N2CCCCC2)c(C)c(C)c1C,8.5,0.0,2.7,-1.9
N#Cc1ccc(COc2cccnc2[N+](=O)[O-])cc1,-3.1,-0.1,-0.7,-8.9
O=C(CCCCC(=O)N/N=C/c1ccc(F)cc1F)N/N=C/c1ccc(F)cc1F,3.1,0.1,-0.5,7.8
O=C(N/N=C/c1ccc(O)cc1O)c1cc(Br)cc(Br)c1O,3.1,-0.4,0.2,9.9
CCC(C)(C)NCC(=O)Nc1ccc(OC(F)(F)F)cc1,3.2,-0.2,0.4,-9.9
Oc1c(C(c2ccc(Br)cc2)N2CCOCC2)ccc2cccnc12 (centres undefined),8.8,-0.3,0.4,72.9*

# Later entries.
SMILES,MITF inh,FBW7 activator,GPR151 activ,TEAD-YAP block
COc1cccc2c(=O)c(CCC(C)=O)c(C)[nH]c12,25.7,-0.1,1.0,15.1
COCCNC(=O)c1sc2ncnc(N3CCN(c4ccccn4)CC3)c2c1C,1.6,-0.2,-0.2,13.1
CC1CCCCC12NC(=O)N(Cc1cccc(C(F)(F)F)c1)C2=O (centres undefined),7.8,0.0,0.1,-0.1
CCOC(=O)c1c(C)oc2ccc(OCC(=O)OC(C)(C)C)cc12,12.8,0.0,0.7,4.2
CCCCNC(=O)CS(=O)Cc1nc(-c2cccc(OC)c2)oc1C (centres undefined),14.5,0.3,1.7,-0.3
O=C(NN1C(=O)C2C3C=CC(C3)C2C1=O)c1ccncc1 (centres undefined),0.7,0.0,-0.7,-7.1
CCOC(=O)c1ccc(N2N=C(C(F)(F)F)/C(=C/c3ccc(O)c(OCC)c3)C2=O)cc1,3.5,0.1,-1.5,8.9
COc1ccc(-c2n[nH]c(C)c2-c2ccc(F)cc2)c(O)c1,29.1,-0.1,-1.1,-11.3
CCCn1nnnc1NCc1cc(Br)ccc1OC,8.1,0.0,0.3,10.7
Cc1cccn2cc(-c3ccc(NC(=O)c4ccccc4F)cc3)nc12,8.9,0.1,-2.8,-51.7
CCCC12CN3CC(C)(CN(C1)C3c1c[nH]c3ccccc13)C2=O (centres undefined),3.3,-0.1,1.1,8.1
CC(C)CC1C(=O)Nc2cc(S(C)(=O)=O)ccc2N1C(=O)Cc1ccccc1Cl (centres undefined),6.0,-0.1,1.2,-2.0
O=C1N[C@@H](Cc2c[nH]c3ccccc23)C(=O)N2CCN(C(=O)c3ccccc3)C[C@H]12,-23.0,0.0,2.3,-2.9
O=C(/C=C/c1cccs1)OCc1cc([N+](=O)[O-])cc2c1OCOC2,10.7,0.1,0.5,1.4
CC(=O)c1sc(NC(=O)c2cccc(Oc3ccccc3)c2)nc1C,-7.8,0.0,-0.8,-24.1
CC(C)(C)C(=O)Nc1ccc(-n2cc(-c3cnccn3)cn2)cc1,6.3,0.1,-2.0,-46.1
CCC(=O)N1CCc2cc(S(=O)(=O)N3CCCCCC3)ccc21,8.0,0.1,2.9,-3.3

# Source: PubChem
